Screening results from PubChem BioAssay.
TrxR1 substrate: is turned over as a substrate by rat TrxR1. O89049. purified TrxR1 substrate turnover, NADPH consumption readout. Potency, µM (series often up to 114 µM), without a hit: at the top dose activity change, negative = substrate turnover. hit rate 0.01% among 390,000. AID 588456; also: potency is read from the fitted curve at half-maximal effect; % is scaled to controls: 0 for no effect and ±100 for the full control effect; nearly all actives have a fitted effect of over 50% in size
Target sequence (O89049 whole entry, looked up): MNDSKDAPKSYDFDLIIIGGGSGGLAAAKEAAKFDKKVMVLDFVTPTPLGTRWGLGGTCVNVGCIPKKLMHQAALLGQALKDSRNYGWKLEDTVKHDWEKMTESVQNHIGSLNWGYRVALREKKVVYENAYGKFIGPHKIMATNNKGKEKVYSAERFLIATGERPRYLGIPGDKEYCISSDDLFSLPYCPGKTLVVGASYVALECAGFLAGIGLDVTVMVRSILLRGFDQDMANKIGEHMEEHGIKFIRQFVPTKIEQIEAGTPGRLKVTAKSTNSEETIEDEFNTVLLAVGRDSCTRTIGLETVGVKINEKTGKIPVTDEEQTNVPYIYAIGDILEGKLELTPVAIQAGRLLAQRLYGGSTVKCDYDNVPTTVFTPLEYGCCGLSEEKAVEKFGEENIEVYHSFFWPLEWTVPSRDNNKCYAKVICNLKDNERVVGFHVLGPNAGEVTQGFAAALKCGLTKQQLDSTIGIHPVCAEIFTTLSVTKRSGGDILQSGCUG
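Rat TrxR1, dispensed at 90 nM, was prereduced with 400 uM NADPH (final) for 5 min at ~22 deg C, then incubated with compound 15 min before 400 uM selenite. A first-read NADPH fluorescence drop versus no-compound background flagged substrates.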
Glioma ERSR ind: ER stress response induction in glioma. Potency, µM, without a hit: top-dose activation, most hits filed as activators. hit rate 0.02% among 420,000. AID 602332. U87-MG GRP78 promoter luciferase reporter, 16 h; also: potency is read from the fitted curve at half-maximal effect; series mostly up to about 76 µM; % of control where 0% means no effect; nearly all actives have a fitted effect of over 35% in size
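ERSR induction read as luciferase luminescence (Bright-Glo, 10 min at room temperature) in stably transfected human U87-MG glioma cells exposed to compounds for 16 h, using GRP78 as sensor.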
TrxR1 inh: blocks rat thioredoxin reductase 1. recombinant rTrxR1, NADPH fluorescence consumption, selenite substrate. Potency, µM (highest dose often 114 µM), inactives show top-dose activity change, negative = inhibition, usual class: inhibitors. hit rate 1% among 390,000. AID 588453; also: potency is read from the fitted curve at half-maximal effect; % is scaled to controls: 0 for no effect and ±100 for the full control effect; nearly all actives have a fitted effect of over 65% in size
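Rat TrxR1 (90 nM in the dispensed reagent) was pre-reduced with 400 uM NADPH for 5 min at room temperature, then incubated with compound for 15 min. After 400 uM selenite was added, NADPH fluorescence (Ex 340/Em 450 nm) was followed for 8 min.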
USP1-UAF1 inh: blocks the human USP1/UAF1 deubiquitinase complex. O94782. recombinant USP1/UAF1, Ub-Rhodamine cleavage fluorescence. Potency, µM (doses to about 57.1 µM), for the others: at the highest dose activity change, negative = inhibition, most hits filed as inhibitors. hit rate 0.23% among 390,000. AID 743255; also: potency is read from the fitted curve at half-maximal effect; % is scaled to controls: 0 for no effect and ±100 for the full control effect; nearly all actives have a fitted effect of over 60% in size; inactives centre near -12
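In this screen, compounds sit with the deubiquitinase complex (1nM) for 15 min at room temperature before Ub-Rho is added at 150nM final. Fluorescence rise is then followed for 6 reads every 60 seconds.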
RGS4 inh: human RGS4 inhibition; Transcreener GDP fluorescence polarization, RGS4-accelerated GTP hydrolysis; Potency, µM (titrated, usually from 114 µM), inactives show top-dose activity change, negative = inhibition, actives largely listed as inhibitors; hit rate 0.039% among 390,000; AID 504845; also: potency is read from the fitted curve at half-maximal effect; % is scaled to controls: 0 for no effect and ±100 for the full control effect; nearly all actives have a fitted effect of over 75% in size; some results filed as inactive show a strong effect at the top dose
Target sequence (P49798 whole entry, looked up): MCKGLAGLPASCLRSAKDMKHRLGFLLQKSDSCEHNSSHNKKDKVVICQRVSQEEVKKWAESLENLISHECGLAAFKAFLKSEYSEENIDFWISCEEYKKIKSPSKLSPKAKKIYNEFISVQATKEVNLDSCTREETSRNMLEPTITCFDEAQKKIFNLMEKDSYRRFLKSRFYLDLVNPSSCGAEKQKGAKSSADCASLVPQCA
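MLSMR compounds (23 nl, pin-transferred) preincubated 10 min at room temperature with a 500nM (2x) first reagent, then RGS4 at 900nM (2x) plus Transcreener GDP mix added; fluorescence polarization (620/688 nm) read before and after 90 min at 30 °C.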
LDHA inh: LDHA (human) enzyme inhibition; P00338; purified LDHA, NADH/diaphorase-resazurin fluorescence; active compounds read low; activity change, % (values are at about 110 or 230 µM); hit rate 0.15% among 480,000; AID 1347041; in the data active = activity change below about -30%; inconclusive = mostly about -25% to -30%;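 also: plate controls were DMSO wells for no effect and wells without enzyme for full effect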
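Human LDH5 at 2 nM final in Tris HCl pH 7.4 with 0.06 mM NADH and 0.2 mM pyruvate, reacted 5 minutes at room temperature. Remaining NADH coupled via diaphorase/resazurin; resorufin fluorescence read at 0 and 20 minutes, normalized to enzyme-free and DMSO wells.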
IDH1 R132H inh: blocks human mutant IDH1 R132H enzyme | O75874 | IDH1-R132H enzyme, NADPH consumption, diaphorase/resazurin fluorescence | Potency, µM (series often up to 76.6 µM), for inactives: at the highest dose activity change, negative = inhibition, hits mostly inhibitors | hit rate 0.093% among 390,000 | AID 602179; also: potency is read from the fitted curve at half-maximal effect; % is scaled to controls: 0 for no effect and ±100 for the full control effect; nearly all actives have a fitted effect of over 65% in size
Target sequence (O75874 whole entry R132H, stated change not applied): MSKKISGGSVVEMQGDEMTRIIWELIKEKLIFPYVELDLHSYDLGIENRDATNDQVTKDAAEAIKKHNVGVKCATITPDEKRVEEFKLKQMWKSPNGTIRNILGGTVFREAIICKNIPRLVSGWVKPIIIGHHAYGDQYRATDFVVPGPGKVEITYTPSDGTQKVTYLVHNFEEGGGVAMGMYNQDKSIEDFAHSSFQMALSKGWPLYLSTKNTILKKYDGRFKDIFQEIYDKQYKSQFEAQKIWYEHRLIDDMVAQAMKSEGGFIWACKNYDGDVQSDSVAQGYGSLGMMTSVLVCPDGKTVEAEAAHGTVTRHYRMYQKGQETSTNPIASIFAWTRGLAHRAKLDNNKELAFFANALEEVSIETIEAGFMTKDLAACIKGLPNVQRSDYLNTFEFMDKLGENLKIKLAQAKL
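IDH1-R132H (0.5 ug/mL) preincubated 30 min with compound, then NADPH (0.016 mM) and alpha-KG (2 mM) added; 80 min at RT, pH 7.5. Remaining NADPH coupled via diaphorase/resazurin to fluorescence (540/590 nm); concentration-response curves normalized to no-enzyme control.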
Vif-APOBEC3F blk: blocks the Vif interaction with APOBEC3F; HeLa A3F-eYFP + Vif (tagged APOBEC3F with the HIV-1 protein that degrades it), YFP fluorescence increase; Potency, µM (titrated, usually from 46.1 µM), for inactives: at the highest dose activity, negative = active; hit rate 0.2% among 390,000; AID 602313; also: potency is read from the fitted curve at half-maximal effect; % of control where 0% means no effect; nearly all actives have a fitted effect of over 65% in size
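HeLa cells stably expressing Vif plus C-terminally eYFP-tagged A3F were seeded, incubated overnight at 37 deg C, dosed with compound, incubated overnight again at 37 deg C. Yellow fluorescence (Ex 488/Em 500-530) reported blocked Vif-mediated A3F-eYFP degradation.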
Vif-A3G inh: Vif-A3G binding inhibition | Potency, µM (doses to about 46.1 µM), without a hit: at the highest dose activity, negative = active, most hits filed as inhibitors | Q9HC16 | hit rate 0.076% among 410,000 | HeLa A3G-eYFP + Vif (tagged APOBEC3G with the HIV-1 protein that degrades it), YFP fluorescence, overnight;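 also: potency is read from the fitted curve at half-maximal effect; % is scaled to controls: 0 for no effect and ±100 for the full control effect; nearly all actives have a fitted effect of over 60% in size; hits raise eYFP signal because A3G escapes Vif-driven loss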
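HeLa cells stably expressing Vif and C-terminally eYFP-tagged A3G, seeded overnight at 37 deg C, then exposed to compound by pintool overnight at 37 deg C. Rise in yellow fluorescence (Ex 488/Em 500-530, Acumen) marks blocked Vif-driven A3G degradation.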
Starred values were filed as active, the others as inactive; ? = inconclusive; & = joins results of further samples; [ ] = remark or other dose. Unless noted, calls follow the shape of the dose curve; as a rule, active = well fitted curve in the direction sought with a large enough effect; inconclusive = small, poorly fitted or top-dose-only effect, or another doubt; inactive = no such curve, though single readings can be large; an effect the other way counts as inactive or inconclusive. An excerpt; the hit share may differ from the screen's.

SMILES | TrxR1 substrate | Glioma ERSR ind | TrxR1 inh | USP1-UAF1 inh | RGS4 inh | LDHA inh | IDH1 R132H inh | Vif-APOBEC3F blk | Vif-A3G inh
Cc1ccc(NC(=S)NNC(=O)Cn2nc([N+](=O)[O-])cc2C)cc1 | 1.4%[57.1 µM] | -4.2% | -22.7%[57.1 µM] | -1.7% | -21.5% | -4.8 | -8.3% | -1.6% | 2.1%
O=[N+]([O-])c1cc2c(cc1C=Nc1ccccc1)OCO2 | -6.0% | 3.3% | -16.8% | -20.4% | -44.8% | 15.6 | 3.8% | 3.6% | -9.8%
CC1CC(C)CN(C(=O)CN2C(=O)NC(c3ccccc3)(c3ccccc3)C2=O)C1 (stereo not given) | -3.0% | -2.8% | 10.9% | -22.3% | -2.6% | -8.5 | 4.4% | 9.8% | -3.4%
CN1CCN(C(=O)C2CC(=O)N(c3ccc(Cl)cc3)C2)CC1 (stereo not given) | 1.6% | 0.4% | 8.8% | -5.2% | 0.8% | -3.0 | 3.9% | -3.0% | 7.1%
Cc1cccc(C(C)C)c1NC(=O)C1CN(S(=O)(=O)c2ccccc2)CCN1S(=O)(=O)c1ccccc1 (stereo not given) | -9.1% | -3.6% | -3.2% | -20.6% | -16.7% | -5.1 | 4.0% | 1.9% | -0.8%
COc1ccccc1NC(=O)N(CCCN1CCOCC1)Cc1cc2cc3c(cc2[nH]c1=O)OCO3 | 20.4% | -0.1% | ? | 5.9% | 6.3% | -2.4 | -5.8% | -13.0% | -0.5%
CCS(=O)(=O)N1CCN(c2ccc(C(=O)NC3C4CC5CC(C4)CC3C5)cc2[N+](=O)[O-])CC1 (stereo not given) | -12.9% | -3.7% | -10.6% | -21.8% | -15.5% | 10.4 | 9.3% | 8.2% | -1.3%
Cc1ccc(C(=O)OC(C)C(=O)Nc2ccc(S(N)(=O)=O)cc2)cc1S(=O)(=O)N1CCOCC1 (stereo not given) | -5.5% | -2.6% | -10.2% | -12.4% | -12.5% | -5.6 | 2.3% | 7.6% | -0.6%
Cc1cc(-n2c(SCc3ccccc3F)nc3n[nH]c(C)c3c2=N)ccc1Cl | 6.8%[57.1 µM] | -2.9% | 33.6%[57.1 µM] | ? | 10.5% | -13.5 | 1.2% | -11.5% | -16.8%
CCN(CC)S(=O)(=O)c1ccc(C)c(NS(=O)(=O)c2cc(/C=C/C(=O)O)cc(OC)c2OC)c1 | 5.0%[57.1 µM] | -7.9% | 14.8%[57.1 µM] | -20.8% | -6.9% | -1.0 | 0.0% | 4.5% | 0.4%
CCOc1cc(/C=N/n2nnnc2N)ccc1OCc1c(C)no[n+]1[O-] | -11.5% | -4.6% | -13.4% | -17.0% | -48.4% | -10.1 | 2.9% | -1.1% | -2.8%
CC(=O)c1cccc(NC(=O)c2nc3ccccc3n(C)c2=O)c1 | -15.6% | -4.6% | -15.2% | -20.1% | 8.8% | -5.1 | 9.1% | -1.2% | -2.1%
C[C@H]1COC(=O)[C@H](Cc2ccc(F)cc2)C/C=C\C[C@H](CC(=O)NCCO)C(=O)N1 | -4.3% | -3.4% | 16.9%[57.1 µM] | ? | -20.6% | -2.1 | 3.3% | 2.6% | 2.9%
O=C(/C=C/c1ccc(Br)cc1)NC(=O)c1ccccc1O | 5.2%[57.1 µM] | -8.7% | 15.7%[57.1 µM] | -15.9% | ? | -4.1 | 1.9% | -12.4% | -12.9%
C=CCN1C(=O)C(CC(=O)Nc2ccc(OCC)cc2)N(Cc2ccccn2)C1=S (stereo not given) | 6.6% | -3.3% | 25.3% | -15.0% | -8.4% | 3.5 | 0.0% | -4.0% | 3.1%
O=C(NCC1CCCO1)C1CCC(=O)N1Cc1ccc(F)cc1 (stereo not given) | 5.2%[57.1 µM] | -3.8% | 0.8%[57.1 µM] | -8.2% | 25.0% | -3.6 | 4.0% | -0.7% | 1.6%
CC1=CC(C)(C)N2C(=O)C3(NCCc4c3[nH]c3ccccc43)c3cc(C)cc1c32 (stereo not given) | -3.1% | 0.4% | 10.7% | -12.1% | -1.1%[11.4 µM] | -1.3 | 2.9% | -8.5% | 5.4%
COc1cc(C(=O)Nc2cc(C)ccc2OCc2cc(=O)n3cc(C)sc3n2)cc(OC)c1OC | 2.7%[57.1 µM] | 1.0% | 6.8%[57.1 µM] | 12.3% | 20.1% | 0.3 | -5.2% | 4.8% | -3.6%
Cc1ccc(-n2c(C)nnc2SCC(=O)N(C)C2CCS(=O)(=O)C2)cc1 (stereo not given) | 9.6% | -5.2% | 24.6% | -21.0% | -13.0% | -2.1 | 7.2% | -13.1% | -6.7%
O=C(CSc1nc2c([nH]c3ccccc32)c(=O)n1-c1ccccc1)NCc1ccc(F)cc1 | -1.1%[57.1 µM] | -1.4% | 19.9%[57.1 µM] | 3.0% | 4.6% | -3.6 | -2.5% | -0.4% | 5.1%
CCOc1cccc(CN2CCCC(C(=O)c3cccc(C(F)(F)F)c3)C2)c1O (stereo not given) | 8.7% | -4.9% | 12.0%[57.1 µM] | -3.6% | 23.1% | -4.5 | 6.3% | 12.0% | -0.3%
C=CCn1c(SCC(=O)NCC2CCCO2)nc2scc(-c3ccccc3)c2c1=O (stereo not given) | 2.9% | -2.6% | 7.0% | -15.1% | 6.0% | -2.9 | 4.5% | 0.7% | 0.4%
Cc1ccc(Cl)cc1N1CCN(c2nc3ccccc3c3nc(-c4cccnc4)nn23)CC1 | -0.4% | -2.9% | 16.4% | 5.6% | 25.8% | -7.3 | 2.5% | -4.0% | 1.9%
Nc1c(Cl)cc(C2=NCCn3nc4cc(C(F)(F)F)ccc4c32)cc1Cl | -6.3%[57.1 µM] | -5.8% | 10.2%[57.1 µM] | -34.8% | -9.5% | 7.5 | 11.8% | 1.1% | ?
CCOC(=O)CSc1nc(N)c(C#N)c(-c2cccs2)c1C#N | 9.0% | -6.5% | 3.7%[57.1 µM] | -0.6% | -6.2%[11.4 µM] | -3.2 | -3.6% | 0.9% | 0.1%

The last two records of the section above come first, to join the parts.
SMILES | TrxR1 substrate | Glioma ERSR ind | TrxR1 inh | USP1-UAF1 inh | RGS4 inh | LDHA inh | IDH1 R132H inh | Vif-APOBEC3F blk | Vif-A3G inh
Nc1c(Cl)cc(C2=NCCn3nc4cc(C(F)(F)F)ccc4c32)cc1Cl | -6.3%[57.1 µM] | -5.8% | 10.2%[57.1 µM] | -34.8% | -9.5% | 7.5 | 11.8% | 1.1% | ?
CCOC(=O)CSc1nc(N)c(C#N)c(-c2cccs2)c1C#N | 9.0% | -6.5% | 3.7%[57.1 µM] | -0.6% | -6.2%[11.4 µM] | -3.2 | -3.6% | 0.9% | 0.1%
CCN(CC(=O)Nc1ccccc1C(=O)NC1CC1)Cc1cccs1 | 1.2% | -0.8% | 2.5% | -12.8% | 3.3% | -3.2 | 4.9% | 10.7% | -1.2%
Cc1ccsc1-c1nc(C(N)=O)c2[nH]c(=O)n(-c3ccc(Cl)cc3)c2n1 | 6.2% | -3.9% | 29.2% | -11.4% | 15.6% | -9.4 | 8.8% | -7.5% | -6.7%
CCCCN1C[C@H](Cc2ccccc2)[C@@H](CC(=O)Nc2ccccc2)C1=O | -10.9%&-10.1% | -2.3%&-4.9% | -7.2%&0.3% | 17.9% | 17.0% | 1.3 | -2.9% | -1.6% | 5.2%&1.1%
O=C(c1ccccc1)N(Cc1ccco1)C1CCS(=O)(=O)C1 (stereo not given) | 13.2% | -2.2% | -8.3% | -26.6% | -5.8% | 0.0 | 1.5% | 4.0% | -4.1%
CCOc1ccc(S(=O)(=O)N2CCOCC2)cc1[N+](=O)[O-] | 2.6% | 0.9% | 7.8% | -9.8% | -16.0% | 0.0 | -2.7% | 0.0% | -3.4%
O=C1NCCC/C1=N/Nc1ccc(F)cc1 | -16.3% | 11.5% | -38.4% | -7.3% | -1.9% | 6.0 | 7.8% | 10.7% | 1.4%
CCN1CCN(C(c2ccc(C)cc2)c2c(O)cc(C)n(Cc3ccco3)c2=O)CC1 (stereo not given) | -1.1%[57.1 µM] | -2.9% | ? | -18.4% | -28.7% | 1.8 | 12.1% | 0.1% | -4.5%
CCc1nc(SC)ncc1C(=O)N1CCN(c2cc(C)ccc2C)CC1 | -4.4% | -0.1% | -21.6% | -17.2% | 30.2% | 7.5 | -5.4% | 3.2% | -3.0%
CC(C)(C)CC(C)(C)NC1=CC(=O)OC12CCCCC2 | 3.9% | -3.9% | 0.2% | -13.2% | 8.9% | -2.6 | 0.1% | -8.9% | 0.9%
COc1cccc(NC(=O)CCNC(=O)C2CCN(S(=O)(=O)c3ccc(F)cc3)CC2)c1 | -4.6% | -4.4% | -6.1% | -21.0% | -5.0% | -1.1 | 4.4% | 1.2% | 2.3%
CCOc1ccccc1C(=O)NCc1ccco1 | 2.2% | -5.8% | ? | -4.5% | -22.6% | -4.1 | 4.4% | -14.6% | -1.4%
CCc1cccc(C)c1NC(=O)CN1C(=O)c2cccc3cccc1c23 | 17.1% | -0.2% | 31.7%[activator] | -16.9% | -16.8% | 0.3 | -2.9% | 0.6% | 3.0%
CCOC(=O)c1c(C)c(C(=O)NCC2CCCO2)c(C)n1C (stereo not given) | 4.5% | -0.3% | 12.1% | -0.6% | 26.2% | -0.7 | 4.9% | -5.0% | 0.4%
